Runt-SMMHC FRET = Runt domain-CBFb-SMMHC interaction inhibition | 220,000 tested, 0.74% active | Cerulean-Runt/Venus-CBFb-SMMHC FRET ratio 530/480, 1 h | Q01196+Q13951 | inhibition, % at 20 µM;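 active = mean inhibition across duplicate retests at 20 µM reaching about 50%, limit read from the data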;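 note: 0% = DMSO wells and 100% = wells with excess untagged CBFb-SMMHC; inhibitors lower the FRET ratio by blocking Runt binding to CBFb-SMMHC; some results filed as inactive read as strong as hits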
Runt-CBFb FRET = blocks binding of human RUNX1 Runt domain to CBFb; Q01196+Q13951; Cerulean-Runt/Venus-CBFb FRET ratio 530/480, 1 h; inhibition, % at 20 µM; 220,000 tested, 0.46% active; AID 1496;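 active = inhibition over about 50% at 20 µM in the single-dose screen, limit read from the data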;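 note: 0% = DMSO wells and 100% = excess unlabeled CBFb competitor control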
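Doses: 20 µM compound in 1% DMSO | Material: Cerulean-labeled Runt domain protein | Amount: Each fluorescent fusion protein 100 nM | Schedule: Two 1 h room-temperature incubations shielded from light | Measured by: FRET fluorescence | Evaluation: Loss of energy transfer signal | Controls: Unlabeled CBFb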
Hck Nef HTS = inhibitors of human Hck kinase activated by Nef | Recombinant Hck-YEEI plus Nef, Z-Lyte FRET kinase assay | inhibition, % at 20 µM | 220,000 tested, 0.68% active | P08631;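 active = Hck-Nef kinase inhibition above about 50%, limit read from the data; inactive = inhibition below that limit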;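 note: 0% = DMSO with Hck plus Nef and 100% = Hck alone without Nef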
p97 inhibitor = human p97 ATPase inhibition; P55072; recombinant p97 ATPase, Kinase-Glo ATP luminescence, 3 h; inhibition, % at 8 µM; 220,000 tested, 0.42% active; in the data active = inhibition above about 15%;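 note: 0% = DMSO vehicle and 100% = wells lacking enzyme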
Target sequence (P55072 whole entry, looked up): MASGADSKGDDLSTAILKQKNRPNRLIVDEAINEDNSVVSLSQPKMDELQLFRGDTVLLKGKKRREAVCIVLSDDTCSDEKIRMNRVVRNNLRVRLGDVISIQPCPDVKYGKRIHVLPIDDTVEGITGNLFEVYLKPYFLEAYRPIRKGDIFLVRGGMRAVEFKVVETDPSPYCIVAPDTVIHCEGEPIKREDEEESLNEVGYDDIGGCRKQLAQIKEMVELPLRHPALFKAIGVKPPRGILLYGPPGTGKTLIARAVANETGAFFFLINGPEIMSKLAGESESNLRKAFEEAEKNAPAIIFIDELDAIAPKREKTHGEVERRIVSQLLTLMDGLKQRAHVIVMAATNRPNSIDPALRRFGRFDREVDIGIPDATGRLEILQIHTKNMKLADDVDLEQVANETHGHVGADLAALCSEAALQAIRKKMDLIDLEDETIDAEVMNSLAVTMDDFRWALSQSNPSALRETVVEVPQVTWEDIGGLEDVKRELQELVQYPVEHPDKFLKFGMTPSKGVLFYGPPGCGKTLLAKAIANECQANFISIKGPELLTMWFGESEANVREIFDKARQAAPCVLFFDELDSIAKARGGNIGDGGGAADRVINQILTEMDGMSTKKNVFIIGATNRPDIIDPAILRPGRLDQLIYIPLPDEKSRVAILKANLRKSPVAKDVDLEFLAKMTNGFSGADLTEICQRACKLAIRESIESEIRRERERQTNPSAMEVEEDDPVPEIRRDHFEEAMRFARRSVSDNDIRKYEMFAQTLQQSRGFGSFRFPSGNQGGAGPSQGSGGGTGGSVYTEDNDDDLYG
NPY1 pot ag = potentiators or agonists of human neuropeptide Y receptor Y1 | P25929 | NPY-Y1 expressing cells, potentiator/agonist activation | activation, % at 3.6 µM | 220,000 tested, 0.37% active; in the data active = activation above about 33%, passing the limit was not always enough;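 note: cells stimulated with NPY at EC10 then isoproterenol at EC100; 0% = low agonist plus stimulus and 100% = saturating agonist plus stimulus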
NPY-Y1 antag = NPY-Y1 (human) receptor antagonism | AID 1040 | 200,000 tested, 1% active | HEK293-CNG Y1 cells, membrane potential fluorescence; NPY at EC95, then isoproterenol | P25929 | inhibition, % at 3.6 µM;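 active = inhibition above the campaign mean inhibition of all tested compounds plus 3 SD, cut at about 20% in these data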;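 note: 0% = DMSO wells given NPY plus isoproterenol and 100% = isoproterenol alone without NPY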
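Test system: HEK293 cells co-expressing NPY Y1 receptor and cyclic-nucleotide gated channel; Also added: NPY (25 nM), isoproterenol (1 µM), Ro 20-1724 (25 µM); Compound dosing: one concentration, 3.6 µM, in 0.4% DMSO; Timing: dye 3 h, compound 60 min room temperature, stimulation 45 min; Technique: Membrane-potential fluorescent dye readout.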
NPY-Y2 PAM-ag = potentiates or activates human NPY-Y2 receptor; 220,000 tested, 0.45% active; cells expressing NPY-Y2, potentiator/agonist read-out; AID 1359; activation, % at 3.6 µM; in the data active = activation above about 27%;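 note: cells stimulated with NPY near EC25 plus isoproterenol at EC100; 0% = vehicle plus submaximal agonist and 100% = vehicle plus saturating agonist; some results beyond the cut were filed as inactive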
RBBP9 inhibitor = blocks human serine hydrolase RBBP9 | O75884 | recombinant RBBP9, FP-Rh probe fluorescence polarization | inhibition, % at 7.94 µM | 220,000 tested, 0.2% active | AID 1515;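 active = inhibition above the campaign mean of all tested compounds plus 3 SD, cut at about 14% in these data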;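 note: plate controls were DMSO wells with RBBP9 for no effect and wells lacking RBBP9 protein for full effect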
Target sequence (O75884 whole entry, looked up): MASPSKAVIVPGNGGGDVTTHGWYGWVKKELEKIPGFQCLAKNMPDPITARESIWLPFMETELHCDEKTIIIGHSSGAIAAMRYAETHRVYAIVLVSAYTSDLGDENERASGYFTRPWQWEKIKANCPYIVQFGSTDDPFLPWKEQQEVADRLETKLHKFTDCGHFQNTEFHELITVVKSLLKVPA
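Test system: recombinant human RBBP9. Quantity: 2.5 µM RBBP9 dispensing solution, before mixing. Detection: FP readout at 525/598 nm. Reagent: Serine-hydrolase probe FP-Rh, 375 nM pre-mixing. Measure: % inhibition. Control set: DMSO-treated enzyme wells and wells lacking RBBP9. Buffer or medium: Tris-NaCl-Pluronic buffer, pH 8.0. Times: preincubation 30 min plus labeling 45 min at 25 °C.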
MDM2 E3 inh = inhibitors of human Mdm2 E3 ubiquitin ligase; Q00987; cell-based MDM2 ubiquitination luciferase reporter, 2 h; 0 = plate control, 100 = twice control, blank-subtracted; signal enhancement, % at 5 µM; 210,000 tested, 0.11% active; AID 1230;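 active = signal enhancement of 30% or more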;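 note: luminescence tracks abundance of the self-degrading MDM2-luciferase fusion protein; higher signal means inhibition of MDM2 E3 ligase activity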
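Test system: mammalian cells stably expressing self-ubiquitinating, self-degrading MDM2 E3–luciferase fusion; Amount: 2000 cells in each well; Medium: DMEM; Schedule: 4 h settle plus 2 h compound, 37 °C; Technique: SteadyLite luciferase luminescence after 15 min room-temperature reagent incubation; Benchmarks: plate control and blank wells.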
Numbers without * were called inactive; / = no result given.

Hck Nef HTS | Runt-CBFb FRET | NPY-Y1 antag | Runt-SMMHC FRET | NPY1 pot ag | RBBP9 inhibitor | p97 inhibitor | MDM2 E3 inh | mol | NPY-Y2 PAM-ag
7 | -2 | 0 | -5 | 10 | 2 | 8 | -2 | Cc1cc(NC(=O)CN2CCCCC2C)nc2c1c(=O)oc1ccccc12 (stereo unspecified) | -3
-2 | 1 | 4 | 3 | 5 | 0 | 0 | -5 | CC1(C(=O)O)COC(c2ccc([N+](=O)[O-])cc2)OC1 (stereo unspecified) | 5
8 | -7 | 5 | -8 | -21 | 1 | 5 | -2 | CCCC(=O)N1CCN(c2ccc(NC(=O)c3cc4ccccc4o3)cc2Cl)CC1 | 9
7 | 1 | / | -1 | 3 | -7 | 4 | -8 | Cc1c(Cl)cccc1NC(=O)N1CCCN(c2nc(-c3ccccc3)ns2)CC1 | 26
0 | / | 0 | 5 | -4 | -3 | -4 | -3 | C/C(=N/NC(=O)c1ccc(C)nc1)c1ccc2c(c1)CCCC2 | 1
1 | 31 | 4 | 15 | 1 | 0 | 1 | -12 | CCOc1ccc(C(=O)Nc2nnc(C(C)C)s2)cc1OCC | -8
25 | 0 | 3 | 2 | 7 | -5 | 5 | -30 | Cc1ccc(/C=N\NC(=O)c2ccc(Cn3cc(Br)c([N+](=O)[O-])n3)o2)o1 | -7
2 | -11 | -2 | -12 | -12 | -12 | 2 | -91 | CC(C)(C)c1ccc(Cn2nnc3c(=O)[nH]c(C4CCN(C(=O)Cc5cccs5)CC4)nc32)cc1 | 3
10 | -1 | 10 | -3 | -25 | -3 | 5 | -9 | COC(=O)c1ccsc1NC(=O)c1cccc(OC)c1 | -25
2 | -4 | -1 | 5 | -1 | -4 | 5 | 0 | COc1ccc(S(=O)(=O)N2CCC(C(=O)OCC(=O)c3ccccc3)CC2)cc1[N+](=O)[O-] | -5
3 | 2 | 4 | -5 | -13 | -6 | 6 | -21 | Cc1cc(N2CCOCC2)c2c(N)c(Br)cc(C)c2n1 | 9
-1 | 0 | 2 | -3 | -3 | 5 | -4 | -3 | CCCCCN(C(=O)NC(=O)Nc1ccccc1OC)S(C)(=O)=O | 3
-1 | 0 | 19 | 2 | 19 | -11 | -7 | -45 | CCOc1cc(C(=S)N2CCCCC2)ccc1OS(=O)(=O)c1ccc(Cl)cc1 | -4
-2 | -1 | / | -4 | 3 | -5 | 9 | -10 | Cc1cc(C)n(C2CC(=O)N(c3ccc(C)c(Cl)c3)C2=O)n1 (stereo unspecified) | -21
3 | 2 | -7 | -1 | 16 | 0 | -4 | -13 | CCOC(=O)c1sc(-n2[nH]c(C)cc2=O)nc1C | -11
4 | -1 | 3 | 2 | 9 | -4 | -4 | -14 | O=C(c1ccc2[nH]c3c(c2c1)CCCC3)N1CCN(c2ccc(F)cc2)CC1 | 6
2 | 1 | 5 | -5 | -5 | -5 | 2 | -11 | CNC(=S)N/N=C/c1cn(CCOc2cccc(OC)c2)c2ccccc12 | 15
3 | -1 | 1 | 0 | 15 | -9 | 4 | -14 | CCOC(=O)c1[nH]nc2c1C(=O)N(CC)C2=O | 13
1 | 1 | -4 | -8 | -22 | -1 | 1 | 1 | O/N=C1\CCCc2oc3c(c21)CCCC3 | -17
0 | -4 | 8 | -2 | -18 | -8 | -4 | -10 | CCOc1cc(C#N)c(NC(=O)CSc2nnnn2-c2ccc(OC)cc2)cc1OCC | -4
16 | 1 | 5 | 3 | 0 | -14 | 5 | -11 | NC(=O)CSc1nnnn1-c1ccc2c(c1)OCCO2 | 2
1 | 4 | -10 | -3 | 20 | -9 | 4 | -2 | COCCn1c(SCC(=O)Nc2ccc(S(=O)(=O)N(C)C)cc2)nc2ccccc21 | 9
-9 | 1 | -3 | 1 | 15 | 5 | 3 | 4 | Cc1ccc(S(=O)(=O)N2CCC(C(=O)N/N=C/c3ccccc3[N+](=O)[O-])CC2)cc1 | -4
2 | -4 | -3 | 4 | -2 | -3 | 6 | -36 | NS(=O)(=O)c1ccc(-n2nncc2C23CC4CC(CC(C4)C2)C3)cc1 | -8
5 | -6 | -2 | -2 | 14 | -4 | -1 | -10 | Nc1cccc(C(=O)OCC(=O)Nc2cccc3c2C(=O)c2ccccc2C3=O)c1 | 0
81* | 19 | 3 | 63* | -34 | -5 | -1 | -7 | N=c1oc2cc(O)ccc2cc1C(=O)Nc1nc2ccccc2s1 | -8
18 | -3 | 2 | 1 | 14 | -1 | 3 | -3 | C/C(=N\NC(=O)CN(c1ccccc1Br)S(C)(=O)=O)c1cccs1 | -8
-8 | 0 | -4 | -4 | -2 | 0 | 3 | 0 | CCCCCC(=O)Nc1ccc(N2CCN(S(C)(=O)=O)CC2)cc1 | 17
-1 | 0 | 1 | -10 | 16 | -7 | 1 | -3 | O=C(c1ccc(F)cc1)N1CCC(N2CCCCCC2)CC1 | 11
21 | 1 | 2 | -2 | -4 | 1 | 4 | 6 | CC(=O)Nc1ccc(OS(=O)(=O)c2ccc([N+](=O)[O-])cc2)cc1 | 3

Arranged by value in Runt-SMMHC FRET (highest first): three from the list above
structure	Hck Nef HTS	Runt-CBFb FRET	NPY-Y1 antag	Runt-SMMHC FRET	NPY1 pot ag	RBBP9 inhibitor	p97 inhibitor	MDM2 E3 inh	NPY-Y2 PAM-ag
N=c1oc2cc(O)ccc2cc1C(=O)Nc1nc2ccccc2s1	81*	19	3	63*	-34	-5	-1	-7	-8
Nc1cccc(C(=O)OCC(=O)Nc2cccc3c2C(=O)c2ccccc2C3=O)c1	5	-6	-2	-2	14	-4	-1	-10	0
CCCCCN(C(=O)NC(=O)Nc1ccccc1OC)S(C)(=O)=O	-1	0	2	-3	-3	5	-4	-3	3

One compound at a time (already shown).
`CNC(=S)N/N=C/c1cn(CCOc2cccc(OC)c2)c2ccccc12` is entered as Hck Nef HTS: 2; Runt-CBFb FRET: 1; NPY-Y1 antag: 5; Runt-SMMHC FRET: -5; NPY1 pot ag: -5; RBBP9 inhibitor: -5; p97 inhibitor: 2; MDM2 E3 inh: -11; NPY-Y2 PAM-ag: 15
`O=C(c1ccc(F)cc1)N1CCC(N2CCCCCC2)CC1` is entered as Hck Nef HTS: -1; Runt-CBFb FRET: 0; NPY-Y1 antag: 1; Runt-SMMHC FRET: -10; NPY1 pot ag: 16; RBBP9 inhibitor: -7; p97 inhibitor: 1; MDM2 E3 inh: -3; NPY-Y2 PAM-ag: 11

(more compounds)
Hck Nef HTS | Runt-CBFb FRET | NPY-Y1 antag | Runt-SMMHC FRET | NPY1 pot ag | RBBP9 inhibitor | p97 inhibitor | MDM2 E3 inh | mol | NPY-Y2 PAM-ag
3 | -1 | -7 | -7 | -24 | 4 | 7 | -14 | COC(=O)C1=C(C)OC(N)=C(C#N)C1c1ccccc1 (stereo unspecified) | -1
4 | -1 | -3 | -1 | -7 | 0 | 6 | -4 | Cc1cc(Cl)cc(Cl)c1CNc1c([N+](=O)[O-])c(=O)oc2ccccc12 | 7
2 | 1 | 0 | 2 | -7 | -2 | 1 | -9 | O=C(NNC(=O)C1CC1c1ccccc1)Nc1ccccc1 (stereo unspecified) | -14
-1 | -4 | 7 | -8 | 22 | -6 | 1 | -20 | Cc1ccc(Cn2cccc(NC(=O)NCc3ccccc3)c2=O)cc1 | 6
7 | -2 | 0 | 19 | -2 | -9 | -2 | -19 | COc1ccc(CNC(=O)C2CCN(C(=O)[C@@H](CC(C)C)NC(=O)OC(C)(C)C)CC2)cc1 | 1
29 | -2 | -3 | -1 | 7 | -1 | -2 | -4 | O=C(NCc1ccccn1)c1ccc(Cn2c(=S)[nH]c3ccccc3c2=O)cc1 | 6
21 | -3 | / | -2 | / | / | / | 25 | O=C(NCc1ccc(OC(F)(F)F)cc1)C1CC(c2ccccc2C(F)(F)F)=NO1 (stereo unspecified) | /
8 | 0 | 0 | -4 | -6 | 4 | 1 | 26 | N#CCSCC(=O)Nc1ccccc1 | 1
1 | 0 | 5 | 3 | 2 | -10 | 6 | -16 | O=C(N1CCCCC1)C1(c2ccccc2)CCOCC1 | 6
-2 | -2 | 5 | -6 | -5 | 0 | 1 | -10 | O=C(CC12CC3CC(CC(C3)C1)C2)NC(=S)Nc1ccc(CN2CCOCC2)cc1 | -1
-2 | -2 | -5 | -3 | -2 | 0 | 5 | 3 | O=C(O)C1(P(=O)(c2ccc(Cl)cc2)c2ccc(Cl)cc2)CC1 | 13
45 | 2 | -3 | -8 | -16 | -1 | -3 | -6 | NC(=S)n1[nH]c(-c2ccc([N+](=O)[O-])cc2)c(N=Nc2ccccc2[N+](=O)[O-])c1=O | 1
1 | / | -2 | 0 | 8 | -2 | 7 | -8 | O=C1Nc2ccccc2C(O)(C(=O)NCc2ccc3c(c2)OCO3)N1c1ccc(Cl)c(Cl)c1 (stereo unspecified) | -29
26 | 1 | / | 0 | 23 | -2 | 5 | / | CC(=O)Nc1ccc(C(=O)CSc2nnnn2C)cc1 | -6
2 | -6 | 0 | 3 | -24 | -42 | -3 | -9 | O=C(N/N=C/c1cn(-c2ccccc2)nc1-c1cccs1)c1ccncc1 | 3
23 | 5 | 4 | 2 | 7 | -7 | 0 | -23 | Cc1ccc2nc(SCC(=O)N/N=C/c3ccco3)cc(C)c2c1 | -12
-2 | 0 | 6 | -3 | -12 | -8 | 4 | 5 | CSc1ccc(CN(C)CC(=O)NCc2ccc(F)cc2)cc1 | -14
-15 | / | 1 | 0 | -10 | -6 | -2 | -4 | COC(=O)C1=C(C)N(C2CCCCC2)C(=O)/C1=C\c1cccs1 | -2
1 | -1 | -3 | -3 | -33 | -12 | -2 | -7 | COC(=O)c1cc2cc(NS(=O)(=O)c3ccc(C)cc3)ccc2s1 | -8
2 | 0 | 4 | -5 | 10 | 3 | 5 | -2 | O=C(NC1CCCC1)C1CC1c1ccccc1 (stereo unspecified) | 7
-2 | 0 | 7 | -1 | 1 | -1 | -8 | -78 | O=C1C(C=Nc2ccccc2)=C(O)c2ccccc21 | -3
-20 | 2 | -3 | 1 | -7 | -1 | 4 | -4 | O=C1CC(NCc2ccccc2)C(=O)N1c1ccc(F)cc1 (stereo unspecified) | 2
